Screening results from PubChem BioAssay.
bovine MsrA act – activators of bovine methionine sulfoxide reductase A; 0.3% of 360,000 active; AID 602163; purified bovine MsrA, absorbance read-out; activation, % at 10.6 µM; in the data active means activation above about 7.5%;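 further: 0% = vehicle and 100% = reference activator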
Rin1 Abl inh – human Rin1-Abl interaction inhibition; AID 588664; 0.4% of 360,000 active; inhibition, % at 7.35 µM; TR-FRET Rin1/Abl binding, biochemical; in the data active means inhibition above about 5%, passing the limit was not always enough
CSN deneddyl inh – inhibitors of human CSN-mediated cullin deneddylation; Q92905; Purified CSN, SCF-Nedd8-OG deneddylation, fluorescence polarization; inhibition, % at 12.5 µM; 0.38% of 360,000 active;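 active means pattern-corrected inhibition above about 35%, with an unprinted fluorescence ratio check between 0.5 and 1.5, limit read from the data, passing the limit was not always enough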;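 further: 0% = enzyme with substrate and 100% = substrate without enzyme; some results filed as inactive read as strong as hits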
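Schedule: reaction 90 min, room temperature / Assay system: HEK293T-derived human Csn5 enzyme / Input: Csn5 at 0.24 nM final / Measure: inhibition of Csn5 cleavage, % / Control set: substrate-only high control, full reaction low control / Technique: fluorescence polarization of the substrate / Buffer or medium: Tris/NaCl/DTT buffer, pH 7.5 / Reagent: SCFSkp2-Nedd8OG substrate at 10 nM final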
Neddyl block – blocks human cullin neddylation | calls only at 25 µM | P61081+Q13564 | TR-FRET cullin neddylation, biochemical | 0.58% of 360,000 active | AID 651699; in the data active means inhibition above about 36%
Tb MetRS inh – blocks T. brucei methionyl-tRNA synthetase activity | purified T. brucei MetRS, ATP depletion, Kinase-Glo luminescence | inhibition, % at 11.9 µM | 0.4% of 360,000 active | AID 624268;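 active means inhibition above a per-plate cutoff of the control wells' mean inhibition plus 3 SD, cut at about 5.5% in these data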;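 further: 0% = DMSO wells median and 100% = median of wells with control inhibitor compound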
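assay system = parasite MetRS enzyme | timing = 15 min preincubation, 2 h reaction, all 25 °C | evaluation = percent inhibition relative to median high and low control wells | medium = HEPES buffer containing pyrophosphatase, BSA, spermine, DTT | compound = single dose, 11.9 µM final nominal, 0.9% final DMSO | detection = Kinase-Glo luminescence, ATP depletion format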
MLLE-PAM2 inh – inhibitors of microRNA-mediated deadenylation, human PABP1 MLLE binding; inhibition, % at 20 µM; AID 588489; P11940; 0.36% of 360,000 active; GST-MLLE / FITC-PAM2 fluorescence polarization; in the data active means inhibition above about 35%, passing the limit was not always enough;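 further: plate controls were DMSO wells with GST-MLLE for no effect and wells lacking GST-MLLE protein for full effect; some results filed as inactive read as strong as hits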
MsrA inh – bovine MsrA inhibition | inhibition, % at 15.5 µM | purified bovine MsrA, absorbance read-out | 0.75% of 360,000 active; in the data active means inhibition above about 4.5%;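 further: 0% = vehicle wells with enzyme and 100% = reference inhibitor wells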
FAS-TE inh – FAS thioesterase (human) inhibition | recombinant FAS-TE, OMFH fluorogenic substrate, fluorescence endpoint | inhibition, % at 15 µM | 0.67% of 360,000 active;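 active means compounds whose normalised, plate-corrected inhibition of enzyme fluorescence in the single-dose primary screen is 50% or more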;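 further: 0% = DMSO with enzyme and 100% = substrate without enzyme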
Target sequence (P49327 whole entry, looked up): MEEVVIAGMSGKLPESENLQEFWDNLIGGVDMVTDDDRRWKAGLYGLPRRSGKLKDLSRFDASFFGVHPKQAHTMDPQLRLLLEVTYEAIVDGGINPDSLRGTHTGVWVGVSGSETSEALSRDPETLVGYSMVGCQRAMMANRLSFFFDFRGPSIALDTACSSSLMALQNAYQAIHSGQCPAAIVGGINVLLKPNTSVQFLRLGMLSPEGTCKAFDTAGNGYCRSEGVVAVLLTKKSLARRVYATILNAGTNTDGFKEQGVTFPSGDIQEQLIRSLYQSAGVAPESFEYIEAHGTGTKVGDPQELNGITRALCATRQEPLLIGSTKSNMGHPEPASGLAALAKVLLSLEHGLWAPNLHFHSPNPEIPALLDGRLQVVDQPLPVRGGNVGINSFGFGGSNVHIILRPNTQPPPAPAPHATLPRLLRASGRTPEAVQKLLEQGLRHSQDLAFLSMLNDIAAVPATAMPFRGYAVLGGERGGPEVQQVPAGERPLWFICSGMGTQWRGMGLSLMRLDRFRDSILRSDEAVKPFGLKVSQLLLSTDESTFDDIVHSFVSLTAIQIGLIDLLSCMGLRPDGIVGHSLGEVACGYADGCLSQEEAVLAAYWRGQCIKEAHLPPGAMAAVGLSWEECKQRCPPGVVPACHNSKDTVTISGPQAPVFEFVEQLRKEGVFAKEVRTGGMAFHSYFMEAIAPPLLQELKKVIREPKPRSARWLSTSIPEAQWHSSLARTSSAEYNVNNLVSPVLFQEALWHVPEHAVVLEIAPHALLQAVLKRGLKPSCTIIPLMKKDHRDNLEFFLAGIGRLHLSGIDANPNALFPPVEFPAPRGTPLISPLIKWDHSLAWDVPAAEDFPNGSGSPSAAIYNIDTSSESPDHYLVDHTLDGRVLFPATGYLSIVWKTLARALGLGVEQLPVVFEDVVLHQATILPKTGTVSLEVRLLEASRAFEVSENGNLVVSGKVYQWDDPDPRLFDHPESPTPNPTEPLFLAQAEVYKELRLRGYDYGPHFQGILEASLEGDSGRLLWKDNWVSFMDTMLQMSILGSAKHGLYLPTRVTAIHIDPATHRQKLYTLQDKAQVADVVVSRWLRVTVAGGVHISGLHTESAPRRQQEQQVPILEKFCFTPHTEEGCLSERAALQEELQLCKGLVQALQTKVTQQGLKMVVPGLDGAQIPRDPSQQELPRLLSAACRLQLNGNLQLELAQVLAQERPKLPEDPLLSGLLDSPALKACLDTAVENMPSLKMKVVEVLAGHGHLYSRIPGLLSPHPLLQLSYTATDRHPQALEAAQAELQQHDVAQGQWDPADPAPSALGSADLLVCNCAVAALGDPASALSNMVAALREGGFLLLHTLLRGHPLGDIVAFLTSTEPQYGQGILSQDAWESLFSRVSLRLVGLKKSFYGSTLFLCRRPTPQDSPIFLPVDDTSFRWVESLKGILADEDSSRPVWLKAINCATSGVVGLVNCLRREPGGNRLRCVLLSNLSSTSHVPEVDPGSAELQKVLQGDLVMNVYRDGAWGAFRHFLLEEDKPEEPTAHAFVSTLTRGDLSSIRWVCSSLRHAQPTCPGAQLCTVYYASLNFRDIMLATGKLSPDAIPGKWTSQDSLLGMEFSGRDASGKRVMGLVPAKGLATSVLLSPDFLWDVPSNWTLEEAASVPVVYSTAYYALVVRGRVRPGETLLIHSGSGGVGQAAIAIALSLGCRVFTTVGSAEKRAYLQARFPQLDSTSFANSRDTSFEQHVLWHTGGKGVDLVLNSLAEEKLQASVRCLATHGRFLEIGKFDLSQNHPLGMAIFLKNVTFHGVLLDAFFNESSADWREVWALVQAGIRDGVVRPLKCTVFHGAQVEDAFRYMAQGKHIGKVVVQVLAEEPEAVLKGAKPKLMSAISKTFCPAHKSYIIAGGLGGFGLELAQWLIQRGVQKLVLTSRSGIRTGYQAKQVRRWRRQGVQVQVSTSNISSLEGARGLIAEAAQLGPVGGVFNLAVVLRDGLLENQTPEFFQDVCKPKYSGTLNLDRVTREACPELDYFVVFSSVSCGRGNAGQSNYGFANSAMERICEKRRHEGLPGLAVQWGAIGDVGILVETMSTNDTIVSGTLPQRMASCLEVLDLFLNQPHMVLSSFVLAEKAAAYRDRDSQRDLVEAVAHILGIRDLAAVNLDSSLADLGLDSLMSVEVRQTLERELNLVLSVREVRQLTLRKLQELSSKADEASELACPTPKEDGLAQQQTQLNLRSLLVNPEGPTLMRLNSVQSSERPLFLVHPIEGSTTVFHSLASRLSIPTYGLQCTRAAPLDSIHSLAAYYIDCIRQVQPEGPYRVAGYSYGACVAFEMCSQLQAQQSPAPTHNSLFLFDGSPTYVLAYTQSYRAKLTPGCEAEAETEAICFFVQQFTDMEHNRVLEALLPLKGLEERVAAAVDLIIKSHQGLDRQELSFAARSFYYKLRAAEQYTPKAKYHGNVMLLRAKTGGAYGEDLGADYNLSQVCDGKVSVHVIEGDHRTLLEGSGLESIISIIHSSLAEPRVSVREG
E coli Lon inh – inhibits E. coli Lon protease; P0A9M0; purified E. coli Lon protease, fluorescence polarization; inhibition, % at 7.94 µM; 0.42% of 360,000 active; AID 602123; in the data active means inhibition above about 13%, passing the limit was not always enough;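 further: 0% = enzyme with probe and DMSO and 100% = no enzyme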
An asterisk follows results filed as active; i = inactive; x = no result given; + = active, no number; & = joins results of further samples.

SMILES	bovine MsrA act	Rin1 Abl inh	CSN deneddyl inh	Neddyl block	Tb MetRS inh	MLLE-PAM2 inh	MsrA inh	FAS-TE inh	E coli Lon inh
Cc1cc(C(=O)COC(=O)c2ccc3c(c2)OCO3)c(C)n1CC1CCCO1 (centres undefined)	-2	-2	-4	i	-0.3	-4	-1.7	-3	7
COC(=O)C1=C(C)N(Cc2ccccc2)C(=NCC2CC2)N[C@H]1c1ccccc1	-1	3	11	i	-0.4	-78	1.6	-13	-22
Cc1ccc2c(c1)C(=C(C#N)C#N)CCN2	0	0	13	i	0.5	-7	-0.4	-25	4
COc1ccc(C(=O)Nc2ccccc2C(N)=O)cc1	-4	-3	-2	i	0.8	-9	-0.7	-6	1
COc1ccc(CNC(=O)CCc2nnc3ccc(N4CCC5(CC4)OCCO5)nn23)cc1	3	-1	0	i	-0.1	9	1.6	-4	3
Cc1ccccc1OCC(=O)Nc1nnc(C2CC2)s1	-1	-2	1	i	0.0	6	0.7	-5	-3
C=CCN1C(=O)c2ccc(C(=O)OCC(=O)N(CC)C3CCS(=O)(=O)C3)cc2C1=O (centres undefined)	-10	0	1	i	-0.6	-3	0.0	-2	-2
c1ccc(Cn2nnnc2CN2CCN(c3ncccn3)CC2)cc1	-2	-1	3	i	0.1	-8	-1.1	-4	-2
O=C(COc1ccc(Br)cc1)Nc1ccc(C(=O)Nc2ccccc2C(=O)O)cc1	-8	2	1	i	-0.7	3	-0.4	7	5
CC(=O)c1cccc(OCC(O)CNCCOc2ccc(C)cc2)c1 (centres undefined)	0	3	1	i	-0.4	-1	-0.1	-2	-2
CCOC(=O)C1CCCN(C(=O)c2cc(-c3ccc(F)cc3)nc3ccccc23)C1 (centres undefined)	-10	4	-7	i	-1.0	1	-0.2	10	-4
Cc1cccc(Oc2ncnc(N)c2[N+](=O)[O-])c1C	-2	-1	-8	i	-0.4	-7	-0.9	-7	-2
COc1ccc(NC(=O)CCS(=O)(=O)c2ccc3c(c2)NC(=O)C(C)S3)cc1OC (centres undefined)	-4	1	-2	i	0.4	9	0.1	-6	-4
CCc1ccc(C(=O)CSc2ncn[nH]2)cc1	1	1	0	i	-0.6	29	0.3	-22	-2
CC(=O)c1c(C)[nH]c(C(=O)N2c3ccccc3CC2C)c1C (centres undefined)	0	1	0	i	0.3	6	1.1	-4	3
N#C[C@H]1C2OC2c2ccccc2N1C(=O)c1ccccc1 (some centres undefined)	0	-5	0	i	-0.8	-10	-0.2	-1	8
CCOC(=O)C1CCCN(Cc2nc(C3CC3)no2)C1 (centres undefined)	-2	0	-1	i	0.0	12	0.1	-4	-5
CC(C)(C)c1ccc(NC(=O)c2cc(C3CCCN(C(=O)CCc4ccccc4)C3)on2)cc1 (centres undefined)	-5	-2	3	i	-0.2	-16	-1.0	8	1
NCCCC[C@H]1CNC(=O)C(=O)N1CCc1cc(C(F)(F)F)cc(C(F)(F)F)c1	-3	5	2	i	-0.3	12	-0.3	-10	-15
O=C(CSc1cccc[n+]1[O-])Nc1ccc2c(c1)OCCO2	1	-2	1	i	0.6	13	2.2	0	-7
Cc1ccc(CN(CC(O)COc2cccc3[nH]cc(C)c23)C(C)(C)C)cc1 (centres undefined)	2	0	5	i	-0.4	-3	1.4	10	0
Cc1cccc(NC(=O)c2cc3ccccc3oc2=O)c1	-3	0	2	i	0.6	-6	-0.7	-2	-3
COc1ccccc1N1CCN(C(=S)Nc2ccccc2)CC1	-4&-3	1&2	3&-1	i	-0.4&-0.1	-100&-112	-1.1&0.1	-2&2	3&-10
CCCCN1CC(O)=C(c2nc(-c3ccc(Cl)cc3)cs2)C1=N	2	-2	3	i	-0.1	-29	0.4	1	1
Cc1cccc(/C=N/n2c(C)nnc2C)c1	-1	1	0	i	-1.0	19	0.2	-6	-8
SMILES	bovine MsrA act	Rin1 Abl inh	CSN deneddyl inh	Neddyl block	Tb MetRS inh	MLLE-PAM2 inh	MsrA inh	FAS-TE inh	E coli Lon inh
Cn1c(CN2CCCC2)nc2cc(NC(=O)C3CCCCC3)ccc21	-9	-2	1	i	-1.1	0	-0.4	-10	0
Cc1ccccc1-n1ncc2c1CC(C)(C)CC2NC(=O)C1=CC(=O)CC(C)(C)O1 (centres undefined)	-2	2	-4	i	-0.2	-6	0.3	-2	0
COc1ccc(CS(=O)(=O)c2ncn[nH]2)cc1	0	-1	3	i	0.4	0	-0.4	-3	-8
Cc1ccc(C2(C)NC(=O)N(CC(=O)Nc3ccc4[nH]c(=O)[nH]c4c3)C2=O)cc1 (centres undefined)	-10	-1	1	i	-0.6	1	-0.5	-3	4
Cc1ccc(C(C(=O)NC2CCCCC2)N(C(=O)c2csnn2)C2CC2)o1 (centres undefined)	2	3	-4	i	-1.1	-4	-0.3	4	-5
COc1ccc(-n2c(-c3ccco3)nc3c(cnn3-c3ccccc3C)c2=O)cc1	0	3	-1	i	0.0	-12	-0.2	5	-6
CC(=O)C1=C(O)C(=O)N(c2ccc(C(=O)O)cc2)C1c1ccc([N+](=O)[O-])cc1 (centres undefined)	-6	2	3	i	-0.6	3	3.3	-6	1
Cc1cc(CN(C)C(=O)c2ccc3nc(Cc4ccccc4F)oc3c2)on1	-9	2	5	i	-0.6	-12	0.7	2	11
O=C(COc1ccc(-c2nnco2)cc1)Nc1ccc(F)c(Cl)c1	2	5	1	i	-0.2	6	2.5	8	-8
Cc1[nH]n(-c2ccc(C(=O)O)cc2)c(=O)c1CCO	-1	1	-8	i	-0.4	-3	1.5	-5	-1
C=CCn1c(C(CCCC)CC(O)COCCC)n[nH]c1=S (centres undefined)	-3	1	-2	i	-1.0	-40	-0.8	-9	3
O=S(=O)(NC1CCCCC1NCc1ccco1)c1ccc(Cl)cc1 (centres undefined)	-1	-4	-3	i	-1.0	-13	-0.1	-4	-6
Cc1cc(C)c(S(=O)(=O)N2CCCC(C(=O)NCCC3=CCCCC3)C2)c(C)c1 (centres undefined)	-4	6	1	i	0.0	5	0.6	16	1
O=c1c2cnn(-c3ccccc3)c2ncn1Cc1ccco1	-2	-4	3	i	-1.1	-6	0.8	2	-6
CNC(=O)c1ccc(NC(=O)C2CCN(c3ncnc4sc(C)c(C)c34)CC2)cc1	-2	0	5	i	0.0	-4	0.0	0	3
O=C(c1ccc2c(c1)OCO2)N(c1ccccc1)C1C=CS(=O)(=O)C1 (centres undefined)	-5	1	-1	i	-0.7	12	1.0	-5	-8
CN1CCN(S(=O)(=O)c2cccc(C(=O)N3CCc4ccccc43)c2)CC1	-8	0	6	i	-0.8	-10	0.4	-3	4
CN(C)CCN1C(=O)C(O)=C(C(=O)c2cc3ccccc3o2)C1c1ccc(N(C)C)cc1 (centres undefined)	-3	-3	3	i	-0.2	-23	-0.1	0	-53
NCCCCCc1nnc(SCC(=O)c2ccc(Cl)cc2)o1	-3	-3	8	i	-0.1	-12	0.0	-11	-4
S=c1[nH]nc(CCc2nc3ccccc3[nH]2)n1-c1cccc(Cl)c1	1	1	5	i	7.7*	9	0.5	-5	3
COc1ccc(Nc2nnc(-c3ccc(C)cc3)c3ccccc23)cc1C(=O)N1CCCCC1	-3	0	6	+	-0.5	-16	-1.2	18	6
CN1CCN(C(=O)c2ccc3c(Cl)c4c(nc3c2)CCCC4)CC1	-3	4	0	i	-0.4	-8	-0.1	1	-12
CC(=O)c1cccc(-n2c(CCC(=O)O)ccc2-c2ccccc2)c1	-3	-3	-2	i	1.8	5	3.6	-3	-11
Cc1ccc(C(=O)NCC(=O)OC(C)C(=O)Nc2ccc(N(C)C)cc2)cc1C (centres undefined)	-10	0	-5	i	-0.4	17	2.1	1	-8
CCn1c2ccccc2c2cc(NC(=O)COC(=O)c3cc(OC)c(OC)cc3OC)ccc21	1	2	7	i	-0.4	3	-1.1	64*	8

Record cards, as listed above. Order of values: bovine MsrA act, Rin1 Abl inh, CSN deneddyl inh, Neddyl block, Tb MetRS inh, MLLE-PAM2 inh, MsrA inh, FAS-TE inh, E coli Lon inh
CCc1ccc(C(=O)CSc2ncn[nH]2)cc1 across the screens: 1, 1, 0, i, -0.6, 29, 0.3, -22, -2
COC(=O)C1=C(C)N(Cc2ccccc2)C(=NCC2CC2)N[C@H]1c1ccccc1 across the screens: -1, 3, 11, i, -0.4, -78, 1.6, -13, -22
Cc1cccc(/C=N/n2c(C)nnc2C)c1 across the screens: -1, 1, 0, i, -1.0, 19, 0.2, -6, -8
CN1CCN(C(=O)c2ccc3c(Cl)c4c(nc3c2)CCCC4)CC1 across the screens: -3, 4, 0, i, -0.4, -8, -0.1, 1, -12
CC(=O)c1c(C)[nH]c(C(=O)N2c3ccccc3CC2C)c1C (centres undefined) across the screens: 0, 1, 0, i, 0.3, 6, 1.1, -4, 3

Next section.
SMILES	bovine MsrA act	Rin1 Abl inh	CSN deneddyl inh	Neddyl block	Tb MetRS inh	MLLE-PAM2 inh	MsrA inh	FAS-TE inh	E coli Lon inh
CCC(=O)N/C=C/n1cnc2cc(C(F)(F)F)ccc21	-1	-5	0	i	-0.2	1	1.3	-2	-3
O=C(Nc1ccn(Cc2ccccc2)n1)c1cccc(Cn2cc([N+](=O)[O-])cn2)c1	-6	-5	-12	i	-0.1	-3	-0.7	4	4
CCc1nnc(NC(=O)c2cc(S(=O)(=O)N3CCN(CC)CC3)ccc2Cl)s1	0	2	1	i	-0.4	-14	x	-5	5
CCC(=O)N(Cc1cc2cc(OC)ccc2[nH]c1=O)c1ccccc1C	-3	0	-2	i	1.0	1	2.4	-5	1
O=[N+]([O-])c1ccc(O)c(/C=N/n2c(-c3ccccc3)n[nH]c2=S)c1	-2	2	4	i	-0.1	4	0.4	-2	-9
CCN(CC)C(=O)C1CCCN(c2ncnc3c2cnn3-c2ccc(Cl)cc2)C1 (centres undefined)	-7	0	2	i	-0.7	-5	0.1	4	2
CC1CCN(c2c([N+](=O)[O-])c(=O)n(-c3ccccc3)c3ccccc23)CC1	-3	2	-4	i	-0.6	8	-0.7	-5	-8
COc1ccccc1-c1cnc(C(O)c2ccc(Cl)cc2C)[nH]1 (centres undefined)	-1	-3	-5	i	0.8	17	1.2	3	-2
CCNC(=O)Nc1cc(S(=O)(=O)Nc2ccc(OC)cc2)ccc1N1CCOCC1	-2	-2	0	i	-0.2	19	x	0	-4
Cc1ccc(/C=C/C(=O)c2ccccc(=O)c2O)cc1C	-3	5	4	i	-0.1	-10	-0.3	8	-8
N#CCC(=O)N/N=C/c1cn(Cc2ccc3ccccc3c2)c2ccccc12	-4	0	-6	x	-0.4	-54	2.0	-1	-3
Cc1ccc(-n2nnc3c(=O)n(Cc4cc(C)ccc4C)cnc32)cc1	-3	4	0	i	-0.2	-2	0.7	-2	-6
O=C(NNCC(O)COc1ccccc1)c1ccccc1 (centres undefined)	-13	1	2	i	-0.9	8	-0.2	-14	1
COCCCN1C(=O)C(CC(=O)NCCN2CCOCC2)CC(C(=O)N2CCOCC2)=C1C (centres undefined)	-1	x	-1	i	-0.4	x	-0.3	-4	-3
CN(C)CCNC(=O)c1ccc2c(c1)N(Cc1ccc(F)cc1)CCS2	0	-4	5	x	-0.2	4	0.5	-4	0
CCOc1ccc(N2C(=O)CC(N(CCc3ccc(OC)c(OC)c3)C(=S)Nc3ccccc3)C2=O)cc1 (centres undefined)	6	2	-4	i	-0.9	-10	1.5	0	-13
Cn1cc(C(=O)CCl)c2ccccc21	-6	3	-2	i	-0.1	-3	1.9	-5	-5
C[C@H](O)[C@@H]1C(=O)N2CCc3c([nH]c4ccccc34)[C@@H]2C[C@@H]1N(C)S(=O)(=O)c1ccccc1	1	-7	17	x	27*	-15	0.1	-1	3
